# MEP2-GFP yeast: yeast TOR pathway MEP2-GFP modulation; S. cerevisiae MEP2-GFP strain, flow cytometry GFP, 3 h; 100% = DMSO control level; GFP response vs DMSO, % at 10 µM; 330,000 tested, 0.51% active; AID 2016;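 active = GFP response versus DMSO above a set limit, roughly screen mean plus 3 SD, cut at about 180% in these data; inconclusive = fewer than 70 cells counted for a yeast strain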;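 note: median GFP fluorescence of the barcode-gated MEP2-GFP cells per well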
# LAP4-GFP MLPCN: yeast TOR pathway LAP4-GFP modulation. S. cerevisiae LAP4-GFP multiplex, flow cytometry GFP, 3 h; median GFP as percent of DMSO wells. GFP response vs DMSO, % at 10 µM. 320,000 tested, 0.34% active. AID 2023;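 active = GFP response vs DMSO above a set limit, about the screen mean plus 3 SD, cut at about 150% in these data; inconclusive = under 70 cell events counted for the yeast strain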
# VLA-4 inh: inhibition in a human VLA-4 binding assay; P13612; VLA-4 expressing cells, ligand binding flow cytometry; inhibition, % (about 7 µM as worked out from the volumes in the protocol); 330,000 tested, 0.2% active; AID 2557; in the data active = inhibition above about 50%
# GRK2 inh: blocks RNA aptamer binding to human GRK2; 330,000 tested, 0.59% active; P25098; inhibition of aptamer binding, % at 10 µM; bead flow cytometry, FAM-aptamer displacement from GRK2;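 active = inhibition of aptamer binding above 40%, roughly 3 SD of noise, on plates passing a quality check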;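 note: median bead fluorescence of bound FAM aptamer so fluorescent compounds give negative values; no value below 0 was filed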
# Target sequence (P25098 whole entry, looked up): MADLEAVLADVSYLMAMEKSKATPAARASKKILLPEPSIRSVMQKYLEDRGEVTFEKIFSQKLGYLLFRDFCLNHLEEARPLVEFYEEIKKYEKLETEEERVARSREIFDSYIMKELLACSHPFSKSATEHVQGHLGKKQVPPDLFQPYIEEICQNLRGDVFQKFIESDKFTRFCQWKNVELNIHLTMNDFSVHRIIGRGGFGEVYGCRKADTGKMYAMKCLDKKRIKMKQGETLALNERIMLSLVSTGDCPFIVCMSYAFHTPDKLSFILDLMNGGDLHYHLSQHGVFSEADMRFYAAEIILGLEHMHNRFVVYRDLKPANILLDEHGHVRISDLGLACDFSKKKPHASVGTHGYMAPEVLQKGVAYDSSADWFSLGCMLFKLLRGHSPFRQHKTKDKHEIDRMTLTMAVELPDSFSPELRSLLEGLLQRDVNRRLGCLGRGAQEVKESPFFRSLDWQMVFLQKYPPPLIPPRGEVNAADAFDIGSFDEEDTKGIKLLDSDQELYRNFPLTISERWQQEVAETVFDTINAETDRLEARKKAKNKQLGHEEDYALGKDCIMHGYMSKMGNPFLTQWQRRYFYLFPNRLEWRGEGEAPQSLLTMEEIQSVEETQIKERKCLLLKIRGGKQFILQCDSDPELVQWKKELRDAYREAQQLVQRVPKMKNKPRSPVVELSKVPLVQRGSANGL
# RPL19A-GFP yeast: alters RPL19A-GFP fluorescence in TOR pathway yeast screen. 330,000 tested, 0.3% active. percent response vs DMSO, % at 10 µM. S. cerevisiae RPL19A-GFP strain, flow cytometry, 3 h; stronger effect = lower value. AID 2025;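 active = percent response vs DMSO below 50%; inconclusive = fewer than 70 events counted for the yeast strain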;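 note: median channel GFP fluorescence of the barcoded RPL19A-GFP strain; ratio of sample median GFP to plate DMSO average so 100% = DMSO; lower means less RPL19A-GFP as with rapamycin TOR inhibition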
# GASC-1 inh: human JMJD2C demethylase inhibition; Q9H3R0; inhibition, % at 2.35 µM; GST-JMJD2C(1-420) H3K9me3 demethylation, DELFIA europium; 330,000 tested, 0.069% active;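 active = more than half of a compound's replicate wells show inhibition beyond 50%, single wells judged on their own value; inconclusive = some, but no more than half, of replicates pass 50% inhibition; inactive = no replicate passes 50% inhibition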;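 note: signal counts dimethyl H3K9 product captured on neutravidin plate; 0% = median of DMSO wells and 100% = 0.3 times that DMSO median; strong numbers were not always called active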
# Target sequence (Q9H3R0 1-420 limits assumed): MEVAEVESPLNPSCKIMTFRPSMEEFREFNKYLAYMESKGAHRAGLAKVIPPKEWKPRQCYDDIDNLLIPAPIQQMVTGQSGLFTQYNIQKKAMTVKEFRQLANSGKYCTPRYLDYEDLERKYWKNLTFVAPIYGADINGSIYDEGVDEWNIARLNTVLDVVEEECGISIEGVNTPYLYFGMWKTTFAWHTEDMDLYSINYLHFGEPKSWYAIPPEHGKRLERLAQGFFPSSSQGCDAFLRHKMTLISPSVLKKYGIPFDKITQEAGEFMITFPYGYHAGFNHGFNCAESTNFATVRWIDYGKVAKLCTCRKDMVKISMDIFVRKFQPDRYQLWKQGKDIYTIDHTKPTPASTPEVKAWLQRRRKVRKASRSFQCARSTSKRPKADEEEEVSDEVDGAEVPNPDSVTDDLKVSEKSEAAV
# AGP1-GFP MLPCN: yeast TOR pathway AGP1-GFP modulation; S. cerevisiae AGP1-GFP multiplex flow cytometry, 3 h; GFP as percent of DMSO wells; GFP response vs DMSO, % at 10 µM; 320,000 tested, 0.02% active; AID 2066;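 active = GFP response relative to DMSO above a set limit, near screen average plus 3 SD, cut at about 150% in these data; inconclusive = fewer than 70 cells counted for the yeast strain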;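 note: median GFP channel fluorescence of the gated AGP1 strain per well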
# CIT2-GFP yeast: alters CIT2-GFP fluorescence in TOR pathway yeast screen; S. cerevisiae CIT2-GFP strain, flow cytometry, 3 h; 100 means same as DMSO wells; GFP response vs DMSO, % at 10 µM; 320,000 tested, 0.065% active;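 active = GFP response relative to DMSO above a set limit, near the screen mean plus 3 SD, cut at about 150% in these data; inconclusive = Fewer than 70 cells measured for a yeast strain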;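 note: ratio of well median GFP fluorescence to mean of DMSO wells on the plate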
# * = called active by the depositor; i = inactive; ? = inconclusive; · = not tested or not shown; [ ] = another dose, or the depositor's remark.
SMILES,MEP2-GFP yeast,LAP4-GFP MLPCN,VLA-4 inh,GRK2 inh,RPL19A-GFP yeast,GASC-1 inh,AGP1-GFP MLPCN,CIT2-GFP yeast
CC(=O)c1cccc(NC(=O)CNC(=O)Cc2ccccc2)c1,106,86,12,3,102,-22,100,100
Cc1c(CC(=O)N[C@H](C(=O)O)C(C)C)c(=O)oc2cc3c(cc12)CCC(C)(C)O3,96,88,10,0,101,-5,95,99
Oc1ccc(NCc2cccc(OCc3ccccc3)c2)cc1,95,95,26,0,103,-1,93,99
CCOC(=O)c1c(NC(=O)c2cccs2)sc(C)c1C,95,85,-2,0,94,5,88,95
CCOC(=O)C(NC(=O)N(C)C)(Nc1sc(C)c(CC)c1C#N)C(F)(F)F (stereo not drawn),105,98,2,1,104,-4,112,108
Cc1ccc2cccc(OCC(=O)N3CC(C)CC(C)C3)c2n1 (stereo not drawn),97,104,-7,1,100,4,105,98
CCOC(=O)C1CCCN(c2cc(C)nc3cc(-c4ccc(F)cc4)nn23)C1 (stereo not drawn),100,110,3,0,97,-4,85,88
Cc1ccc(CN2Cc3cccc4c3[C@@H](CC2=O)[C@H](O)[C@H](O)C4)cc1,96,101,4,0,100,-8,103,100
N#CCC(=O)N/N=C/c1cn(Cc2cccc3ccccc23)c2ccccc12,96,107,-5,1,96,3,100,92
O=C1c2ccccc2C(=O)c2[nH]cnc21,111,93,-9,0,108,-2,97,99
O=C(NNS(=O)(=O)c1ccccc1)C1CCCCC1,241*[may fluoresce violet],80[may fluoresce violet],9,0,46*[may fluoresce violet],-6,?,?
COC(=O)c1cc(NCc2cccs2)ccc1N1CCOCC1,106,108,6,1,98,-2,106,103
Cc1cccc(S(=O)(=O)c2c(N)n(/N=C/c3ccco3)c3nc4ccccc4nc23)c1,110,94,-8,1,98,5,102,98
N#C/C(=C1\CCCN1)c1ccc2ccccc2n1,99,136,13,0,89,6,92,80
CC(C)(C)OC(=O)N1CCCC1C(=O)O (stereo not drawn),106,103,7,0,109,-2,114,112
CCN(C(=O)CSc1nc2ccc(OC)cc2[nH]1)C1CCS(=O)(=O)C1 (stereo not drawn),98,104,-8,1,96,-6,110,97
C=CCn1c(N2CCN(c3ccc(OC)cc3)CC2)nc2c1c(=O)n(C)c(=O)n2C,97,105,12,2,98,-5,101,105
Cc1cn(-c2ccccc2)c(C)c1/C=N\Nc1nc(N2CCOCC2)nc(N2CCOCC2)n1,107,93,4,10,98,1,99,105
COC(=O)c1ccc(OC)c(CSc2nnc(COc3ccccc3)o2)c1,94,109,3,0,91,-19,84,79
CCCc1cc(=O)oc2cc(OC(C)C(=O)NCc3ccccn3)c(Cl)cc12 (stereo not drawn),105,98,i,1,98,-47,104,106

# Structures listed so far shown as hits in MEP2-GFP yeast:
SMILES,MEP2-GFP yeast,LAP4-GFP MLPCN,VLA-4 inh,GRK2 inh,RPL19A-GFP yeast,GASC-1 inh,AGP1-GFP MLPCN,CIT2-GFP yeast
O=C(NNS(=O)(=O)c1ccccc1)C1CCCCC1,241*[may fluoresce violet],80[may fluoresce violet],9,0,46*[may fluoresce violet],-6,?,?

# Next part.
SMILES,MEP2-GFP yeast,LAP4-GFP MLPCN,VLA-4 inh,GRK2 inh,RPL19A-GFP yeast,GASC-1 inh,AGP1-GFP MLPCN,CIT2-GFP yeast
Cc1ccc(S(=O)(=O)N2CCN(C(=O)CSc3ncc(C(F)(F)F)cc3Cl)CC2)cc1,104,99,10,0,103,2,105,114
CC(C)OCCCn1c(=N)c(C(N)=S)cc2c(=O)n3ccccc3nc21,633*[may fluoresce violet],91[may fluoresce violet],-33,21,48*[may fluoresce violet],10,35[may fluoresce violet],?
O=C(NCc1ccc(Cl)cc1)C1=Cc2cc(Cl)ccc2OC1,93,90,7,3,99,6,96,104
Cc1cc(C(=O)OCC(=O)NCCc2ccccc2)c(C)o1,101,106,1,3,104,2,100,98
COc1ccc2c(c1)C1(Nc3ccccc3C(=O)N1c1ccccc1)C(=O)N2 (stereo not drawn),104,91,13,0,98,-1,101,104
NC(=O)C1CCN(C(=O)CCNS(=O)(=O)c2cc(Br)cnc2N)CC1,93,96,18,3,96,1,98,98
O=C(O)CCc1nn2c3ccccc3nc2n(Cc2ccccc2)c1=O,100,92,5,1,99,2,98,99
CC[C@H](C)[C@@H]1NC(=O)c2cc([N+](=O)[O-])cc(I)c2SC[C@@H](C(N)=O)NC(=O)[C@H](CCCCN)NC1=O,90,116,-2,0,102,1,87,107
CCOc1cc(Cl)c(S(=O)(=O)NCCCn2ccnc2)cc1Cl,115,95,-1,0,110,8,99,102
Cc1cc(=O)oc(C)c1C(=O)Nc1cccnc1Cl,100,106,0,2,102,1,102,104
Cc1ccc(-c2ccc(CCC(=O)O)n2-c2ccc(C(=O)O)cc2)cc1,104,96,0,7,101,-3,84,93
CCc1ccc(OCC(=O)NC(C)(C)C)cc1,106,97,20,0,106,5,102,103
CCCC(=O)Nc1ccc(C(=O)NCC2CCCO2)cc1 (stereo not drawn),101,93,9,0,100,39,106,98
CCOC(=O)NNC(=O)C1CCC(C)CC1 (stereo not drawn),104,103,-1,6,99,0,105,99
CC(=O)c1cccc(NC(=O)N2CCOCC2)c1,110,75,-15,2,119,1,107,88
Cc1ccc2c(c1)[C@H]1[C@H](CO2)[C@H](c2ccccc2)[C@]2(C)C(=O)Nc3cc(F)ccc3C(=O)N12,92,99,7,4,92,·,92,89
Cc1nc2sccn2c(=O)c1S(=O)(=O)NC(C)c1ccccc1 (stereo not drawn),101,105,18,1,101,14,102,99
COc1ccc(CCNC(=O)Cc2ccc(OC)c(OC)c2)cc1OC,109,105,1,1,106,8,109,112
COC(=O)C1=C(C(=O)OC)[C@@H]2N(C)c3ccccc3[C@@]23C[C@@H](C(=O)OC)N(C(=O)c2ccc(Br)cc2)C3=N1,84,123,-1,0,102,-15,86,95
CCOc1ccc(NC(=O)c2ccncc2)cc1,88,·,3,1,96,-1,93,93
Nc1nc(N)nc(COc2ccccc2)n1,99,113,17,0,97,-41,106,88
CC1(C)CC(=O)C=C(Nc2ccc(Br)cc2F)C1,116,98,-4,2,110,3,106,113
NC(=O)Cn1nc([N+](=O)[O-])nc1Oc1ccccc1F,102,96,7,3,103,37,96,101
CCOc1ccc(N2C(=O)/C(=C\c3ccc(OC)c(O)c3)S(=O)(=O)C2c2cccc([N+](=O)[O-])c2)cc1 (stereo not drawn),86,91,16,2,91,2,74,98
C=CCN1c2ccccc2[C@]23C[C@@H](C(=O)OC)N(C(=O)OCC)C2=NC(C(=O)OC)=C(C(=O)OC)[C@H]13,98,97,1,0,98,-2,99,97
Cc1c(C)c2ccc(OCC(=O)NCCc3c[nH]c4ccccc34)c(C)c2oc1=O,100,101,-19,1,98,-2,96,94
Cc1ccc(C)c(NC(=O)/C(C#N)=C/c2cn(CC(=O)NCc3ccco3)c3ccccc23)c1,106,94,34,4,99,4,99,102
O=C(CSc1ncnc2sc3c(c12)CCC3)Nc1ccccc1C(=O)O,103,104,-1,1,100,8,104,101
CC1=C(C(N)=O)C(c2cccs2)n2nc(-c3cccc(Cl)c3)nc2N1 (stereo not drawn),101,101,-11,0,106,2,105,104
O=C(c1ccc(CNc2c(N3CCCC3)c(=O)c2=O)cc1)N1CC=C(c2ccccc2)CC1,104,106,-6,0,107,49,108,111
Cc1cc(S(=O)(=O)N2CCCC2)ccc1OCC(=O)Nc1ccc(C(N)=O)cc1,93,93,-9,2,97,9,92,90
Cc1cc(NC(=O)CSCc2ccccc2C)no1,92,113,12,0,101,-4,86,100
CNC(=O)N(O)C1N(/N=C/c2cc(Br)ccc2O)C(=S)SC1(C)C (stereo not drawn),107,103,4,0,103,4,99,90
CCCCc1nnc(NC(=O)C2CC(=O)N(c3ccc(C)cc3)C2)s1 (stereo not drawn),106,94,-3,4,97,2,91,88
Nc1cc(=O)[nH]c(=O)n1Cc1ccco1,96,83,25,2,87,4,·,86
O=C(CSc1nnc2ccccn12)NCCc1ccc(Cl)cc1,94,100,15,1,93,-3,98,91
CCOC(=O)/C(C#N)=C\c1ccc(OC)c(OC)c1,95,96,4,0,95,8,92,98
COc1ccc(F)cc1C(=O)C1CCCN(C(=O)CCc2ccccn2)C1 (stereo not drawn),100,114,8,6,94,21,108,100
CCOC(=O)c1c(NC(=O)COC(=O)CCOc2ccc(OCC)cc2)sc(C(=O)N(C)C)c1C,100,112,26,2,105,-3,109,93
Cc1cc2c(n1-c1ccc(Br)cc1)CC(C)(C)CC2=O,104,102,-2,2,98,1,95,94
COc1ccccc1NC(=O)C1=C(C)Nc2nc(-c3cccs3)nn2C1c1cccnc1 (stereo not drawn),107,103,14,0,99,-1,107,108
CCOc1ccc(NC2=NCC(=O)N2Cc2cccs2)cc1,91,88,-17,0,88,-11,92,98
COc1cc(C(=O)NC2(C(F)(F)F)NC(=O)N(CCCc3ccccc3)C2=O)cc(OC)c1OC (stereo not drawn),96,91,-3,2,94,-4,95,96
COc1ccc(C(=O)c2oc3nc(C)cc(C)c3c2N)cc1,90,103,15,2,88,1,89,80
CC(C)(C)NC(=S)NCc1ccncc1,101,85,11,0,102,16,95,102
CCN1C2=C(C(=O)CCC2)C(c2ccc(O)c(Br)c2)C2=C1CCCC2=O,98,102,-5,2,98,3,103,106
O=C(C[n+]1ccc(C(=O)N/N=C/c2ccc(Cl)cc2Cl)cc1)c1ccccc1,99,86,6,0,97,7,97,100
CC(Sc1nc2c(c(=O)[nH]1)CCCC2)C(=O)Nc1ccc(S(N)(=O)=O)cc1 (stereo not drawn),103,96,-5,5,104,-7,101,99
CC(=O)c1cccc(OCc2cc(C(=O)N(C)CCc3ccccn3)no2)c1,91,94,11,11,100,0,99,97
Cc1c(C)[n+](=O)c(-c2ccc(Br)cc2)c(C)n1[O-],90,99,1,1,91,-12,100,89
O=C1C2CC=CCC2C(=O)N1Cc1nnc(-c2ccccc2Br)o1 (stereo not drawn),95,104,0,1,93,4,102,97
Cc1noc(C)c1S(=O)(=O)N(CCc1ccccc1)Cc1ccccc1,108,106,4,0,95,-4,103,105
CN(CC(=O)Nc1ccccc1Br)C(=O)c1ccccc1-c1nc2ccccc2s1,96,104,5,0,104,-30,98,100
COc1ccc(C(CNC(=O)c2c(C)nn(Cc3ccc(C)cc3)c2Cl)N2CCOCC2)cc1 (stereo not drawn),106,103,-3,3,93,0,101,100
COCC(=O)NNS(=O)(=O)c1ccccc1[N+](=O)[O-],104,104,0,0,103,-2,103,101
Cc1ccc(Nc2nnc(SCC(=O)NCC3CCCO3)s2)cc1C (stereo not drawn),93,92,-7,0,96,1,97,94
C/C(=N/NC(=O)CSc1nc2ccccc2n1C)c1ccncc1,92,92,-27,2,95,-3,96,93
CC(=O)Nc1cccc(C(=O)/C=C/c2ccc(Br)cc2)c1,111,123,23,0,104,-6,97,98
O=C1CSC(c2ccccn2)N1c1ccc(F)cc1F (stereo not drawn),102,108,6,3,98,-40,106,103
COc1ccc(CNC(=O)c2cc3ccccc3o2)cc1OC,106,88,13,0,107,2,96,104
CC(=O)OCCCN1C(=O)c2ccc(Br)cc2C1=O,104,114,14,4,99,3,103,101
CCC(C(=O)Nc1ccccc1Cl)n1nc(C)c2c(C)n(-c3ccccc3)nc2c1=O (stereo not drawn),99,112,2,3,102,-1,100,106

# An excerpt from the list above:
SMILES,MEP2-GFP yeast,LAP4-GFP MLPCN,VLA-4 inh,GRK2 inh,RPL19A-GFP yeast,GASC-1 inh,AGP1-GFP MLPCN,CIT2-GFP yeast
CC(=O)OCCCN1C(=O)c2ccc(Br)cc2C1=O,104,114,14,4,99,3,103,101
CCC(C(=O)Nc1ccccc1Cl)n1nc(C)c2c(C)n(-c3ccccc3)nc2c1=O (stereo not drawn),99,112,2,3,102,-1,100,106

# Compound activity deposited in PubChem by several laboratories.
